# Screens (PubChem)
# Rad51 HR inh = human RAD51 strand exchange inhibitors, primary screen, biochemical, fluorescence; hit rate 0.085% among 200,000; hRad51 DNA strand exchange, fluorescence dequenching; inhibition, % at 10 µM; AID 1385, 2008; DNA repair protein RAD51 homolog 1 (Homo sapiens), Q06609;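 active = inhibition above 40% at the single screening dose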;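 also: 0% = DMSO control wells and 100% = blanks with heterologous ssDNA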
#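 System: human Rad51 nucleoprotein filaments preassembled on unlabelled ssDNA. Reagent: labelled 47-mer dsDNA for strand exchange. Schedule: 30-min compound preincubation and 15-min exchange, both room temperature. Measured by: FRET fluorescence dequenching, excitation 485 nm, emission 520 nm. Read-out: Fluorescence-based percent inhibition, control- and blank-normalised. Benchmarks: plate controls and plate blanks.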
# eIF4E-4G inh = eIF4E–eIF4G protein interaction inhibitors, primary screen, biochemical, uHTS, TR-FRET, eIF4GI fragment | hit rate 0.37% among 220,000 | inhibition, % at 21.7 µM | Eukaryotic translation initiation factor 4E (Mus musculus) + Eukaryotic translation … | TR-FRET eIF4E-eIF4GI(517-606) binding, 2 h;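 also: 0% = full FRET control wells and 100% = background wells lacking eIF4GI fragment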
# 14-3-3 Bad inh = inhibitors of 14-3-3 zeta/Bad binding, primary screen, biochemical, TR-FRET, bovine 14-3-3 zeta; TR-FRET 14-3-3zeta/Dy647-pBad peptide displacement, 1 h; inhibition, % at 21.7 µM; hit rate 0.71% among 220,000; AID 781, 2007;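 active = inhibition above about 70%, limit read from the data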;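 also: 0% = full 14-3-3 plus peptide FRET controls and 100% = background without 14-3-3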
# Target sequence (P63103 whole entry, looked up): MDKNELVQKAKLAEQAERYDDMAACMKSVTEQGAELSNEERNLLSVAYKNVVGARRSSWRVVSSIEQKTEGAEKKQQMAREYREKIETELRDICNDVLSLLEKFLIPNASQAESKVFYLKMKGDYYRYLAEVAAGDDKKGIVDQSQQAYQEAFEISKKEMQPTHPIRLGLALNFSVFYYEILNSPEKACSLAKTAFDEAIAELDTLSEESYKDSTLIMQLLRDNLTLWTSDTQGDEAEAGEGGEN
# KCC2 mod = KCC2 cotransporter modulators, thallium flux, primary screen, cell-based, HEK293 KCC2, FluoZin-2 fluorescence, MLSMR. Solute carrier family 12 member 5 (Homo sapiens), Q9H2X9. KCC2 cells, thallium flux FluoZin-2 fluorescence. B-score of Tl+ flux slope (higher = more flux/activation; lower = inhibition) at 10 µM. hit rate 2.2% among 190,000. AID 1456, 2008;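 active = thallium flux slope and its plate-corrected score both differing from the plate sample mean at a set confidence after two filtering rounds, in either direction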;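 also: slope of fluorescence scaled to starting intensity during 10 to 20 s after thallium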
# p47phox inh = p47phox/p22phox peptide binding inhibitors, primary screen, biochemical, uHTS, NADPH oxidase regulatory subunit | Neutrophil cytosol factor 1 (Homo sapiens), P14598 | fluorescence polarization, 2 h | inhibition, % at 24.7 µM | hit rate 0.53% among 220,000;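 also: 0% = p47phox with labelled peptide and 100% = labelled peptide alone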
# Target sequence (P14598 whole entry, looked up): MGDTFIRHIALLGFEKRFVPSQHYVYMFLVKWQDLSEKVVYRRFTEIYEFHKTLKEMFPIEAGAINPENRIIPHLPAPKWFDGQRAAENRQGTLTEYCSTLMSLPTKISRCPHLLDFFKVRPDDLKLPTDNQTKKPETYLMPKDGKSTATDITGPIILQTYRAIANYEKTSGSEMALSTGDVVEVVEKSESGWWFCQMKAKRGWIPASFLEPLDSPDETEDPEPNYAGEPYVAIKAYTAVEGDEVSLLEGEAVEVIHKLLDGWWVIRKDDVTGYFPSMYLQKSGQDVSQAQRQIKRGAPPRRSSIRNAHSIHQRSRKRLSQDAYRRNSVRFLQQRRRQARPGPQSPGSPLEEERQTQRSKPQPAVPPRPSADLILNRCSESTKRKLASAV
# EBV gp42 block = Epstein-Barr virus gp42 inhibitors, primary screen, biochemical, uHTS, fluorescence polarization; Glycoprotein 42 (Epstein-Barr virus (strain AG876)), Q1HVG2; Fluorescence polarization binding assay, mP read-out; inhibition, % (tested at 21.74 µM); hit rate 0.42% among 220,000; AID 1085, 2008; in the data active = inhibition above about 50%
# Target sequence (Q1HVG2 whole entry, looked up): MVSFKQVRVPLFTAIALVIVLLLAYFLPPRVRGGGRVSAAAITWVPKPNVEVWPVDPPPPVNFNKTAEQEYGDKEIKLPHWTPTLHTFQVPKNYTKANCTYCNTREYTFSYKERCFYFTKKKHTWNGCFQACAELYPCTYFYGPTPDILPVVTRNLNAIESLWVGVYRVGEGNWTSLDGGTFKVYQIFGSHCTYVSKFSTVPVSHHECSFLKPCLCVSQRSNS
# Thrombin inh = human alpha-thrombin inhibitors, primary screen, counter-screen for coagulation protease inhibitor project, biochemical, 1536-well, fluorogenic AMC substrate. Prothrombin (Homo sapiens), P00734. Boc-VPR-AMC fluorogenic substrate cleavage. inhibition, % at 5 µM. hit rate 0.26% among 220,000. AID 1046, 2008;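 active = inhibition at or above 40%; inactive = inhibition below 40%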;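 also: 0% = enzyme with no compound and 100% = wells without enzyme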
#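 Assay system: human alpha-thrombin enzyme. Reagent: Boc-VPR-AMC substrate, 15 µM final. Compound dosing: one concentration per compound, 5 µM, with 0.2% DMSO. Incubation: room-temperature reaction. Technique: AMC fluorescence, 355/460 nm. Measure: % inhibition relative to enzyme controls and enzyme-free blanks.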
# Furin inh = human furin inhibitors, primary screen, biochemical, fluorescence intensity. hit rate 0.061% among 220,000. purified furin, fluorogenic substrate cleavage. inhibition, % at 30 µM; in the data active = inhibition above about 25%; also: inactives centre near -15
# hK5 inh = human KLK5 protease inhibitors, primary screen, biochemical, 1536-well | hit rate 0.59% among 210,000 | AID 873, 2007 | recombinant hK5, fluorogenic AMC substrate cleavage | Kallikrein-5 (Homo sapiens), Q9Y337 | inhibition, % at 5 µM;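 active = inhibition of 40% or more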;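 also: 0% = enzyme controls without compound and 100% = no-enzyme blanks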
# * marks the source's active call; other numbers are inactive results; i = inactive; / = not tested or not shown; & = joins results of further samples; [ ] = dose if it differs, or a comment.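 The calls were made as follows, unless noted: active = inhibition above about 30% (limit read from the data); inactive = the rest.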 Hits appear at their usual frequency. About 4.7% of those tested had a hit in this group.
SMILES,Rad51 HR inh,eIF4E-4G inh,14-3-3 Bad inh,KCC2 mod,p47phox inh,EBV gp42 block,Thrombin inh,Furin inh,hK5 inh
CCNC(=O)CC1C(=O)N(c2ccc(C)cc2)C(=O)N1CCc1sccc1C (stereo unspecified),-31,-3,-5,-0.21,4,4,-1,-16,-1
CCC(Sc1nc2ccccc2c2nc3ccccc3n12)C(=O)NCc1ccco1 (stereo unspecified),/,8,78*,0.15,23,-8,2,-15[20 µM],-3
O=C(c1ccc(Cn2c(=O)[nH]c3ccsc3c2=O)cc1)N1CCN(c2ccccc2)CC1,2,-3,-5,-0.015,-2,-10,0,-27,-5
C=CCn1c(SCC(=O)Nc2ccc3c(c2)CCC3)nc2ccccc2c1=O,7,-1,16[fluorescence artefact?],-0.45,-9,-4,-2,-15,-1
O=[N+]([O-])c1cccc2c3c([nH]c12)CCCC3,/,0,-3,0.008,-22,-15,-2,-32,3
C=CCN(C(=O)CNC(=O)c1ccco1)C(C(=O)NC1CCCCC1)c1ccc(OC)cc1OC (stereo unspecified),3,0,3,-0.18,-5,6,-5,-29,-12
COC(=O)CSc1nc2ccccc2n1CC(=O)N(C(C)C)C(C)C,-2,2[fluorescence artefact?],12[fluorescence artefact?],0.84,-8,-1,-1,-18,1
N#CC(C(=O)Nc1ccccc1)=C1Nc2ccccc2N1,-2,0,9,/,-19,4,4,-26[20 µM],-27
CC(=O)c1ccc(NC(=O)CSc2nc(C)cc(C)c2C(N)=O)cc1,/,3,-5,-0.25,1,4,-6,-17,-7
Nc1ccc(N(c2ccccc2)c2ccc(N)cc2)cc1,-8,41*[fluorescence artefact?],-20,-0.78,-5,-5,4,-9[20 µM],-7
O=C(NC(=O)c1ccncc1)NC(c1ccccc1)c1ccccc1,-10,5,1,-4.8*,-16,-5,1,-15[20 µM],5
C[C@H](NC(=O)C1(c2ccccc2)CCN(C(=O)[C@H]2CSCN2C(=O)OC(C)(C)C)CC1)C(=O)O,-2&4,-14&-1,-3&-4,0.00092,-4&-14,-8&-4,-2,-12,-18
CCOC(=O)c1c(NC(C)=O)sc2c1CCCNC2=O,/,-2,-9,-3.6,1,-3,15,-25,13
O=C(CCc1ccccc1)Nc1ccc(S(=O)(=O)N2CCCC2)cc1,-1,-3,-6,-0.81,3,2,-10,-26,-3
O=S(=O)(CC(CN1CCCC1)N1CCCC1)c1ccc2ccccc2c1 (stereo unspecified),2,-2,8,-0.59,-22,-12,2,-10[20 µM],14
CCC1(C)CC(C(N)=S)CCO1 (stereo unspecified),-5,8,5,1,-8,-32,-9,-7,-2
Cc1ccc(-n2c(C)cc(C(=O)Cn3nc(C(=O)O)c4ccccc4c3=O)c2C)cc1,9,2,-17[fluorescence artefact?],-0.072,-19,14,-11,-9,13
O=C(CSCc1ccccc1)Nc1ccc(Cl)cn1,-5,1,0,-0.75,-12,-4,4,-17[20 µM],-4
CC(C)(C)n1nnnc1C(c1ccccc1F)N(Cc1ccco1)CC1CCCO1 (stereo unspecified),-3,4[fluorescence artefact?],-1,/,0,-11,-4,-8,12
O=C(c1ccccc1)c1coc2ccc(O)c(Cl)c12,1,-13,92*,-0.77,-5,-17,-5,-29,3
O=C1NCCNC(=O)c2ccccc2OCCOc2ccccc21,5,13[fluorescence artefact?],-1[fluorescence artefact?],-0.33,-3,-3,-6,-12,-11
Brc1ccccc1OCCCn1cnc2ccccc21,-6,4,-2,/,6,13,-5,0[20 µM],-1
CCOc1cccc(OCCn2cnc3ccccc3c2=O)c1,20,-13,4,-1.1,9,-3,-2,-8,-9
CC(CC(=O)N1CCN(c2ccccc2F)CC1)c1ccccc1 (stereo unspecified),-33,-3,15,-0.48,6,-3,1,-4,-4
CC1=C2C3OC(=O)C(C)[C@@H]3CC[C@](C)(O)C2C2C3C4C5(C12)[C@H]1OC(=O)[C@@H](C)C1CC[C@]4(C)O[C@]5(C)[C@@H]3O (stereo partly specified),2,-1,-5,/,2,-14,0,-23,-11
COc1ccc(CNC(=O)Nc2ccccc2)cc1,-21,-2,0,-1.3,2,-10,1,-5,-3
CCN(CC)S(=O)(=O)c1ccc(F)c(C(=O)NCCCN2CCOCC2)c1,/,7,-5,-1.4,-5,-17,3,-13,-18
CN(C)c1ccc(C=Nc2ccccc2)cc1,5,-4,-13,0.046,-24,-15,6,-16[20 µM],24
CC(=O)Nc1ccc(S(=O)(=O)NCc2ccc(C(=O)NCCN3CCCCCC3)cc2)cc1,-1,-2,-1,-0.5,-14,-32,-5,-2,-1
Cc1ccc(C(NC(=O)N2CCCCC2)=C(Cl)Cl)cc1F,-3,6,4[fluorescence artefact?],0,-39,-27,0,-15,-1
CCCC/C(C)=N/NC(=O)Nc1ccccc1,1,-5,-4,0.51,0,-7,-6,-13[20 µM],4
C=CCc1cccc2cc(NC(C)=O)c(=O)oc12,4,8,9,2.2,-4,-16,4,-15[20 µM],-8
CCC12C(=O)C(CC)(C(c3ccccc3)=C1c1ccccc1)[C@@H]1C(=O)N(c3ccccc3)C(=O)C12 (stereo partly specified),-1,2[fluorescence artefact?],-1,-0.49,-9,12,-10,-6,-6
Cc1cc(OCC(=O)N(C(C)C)C(C)C)cc(C)c1Br,0,4[fluorescence artefact?],-14[fluorescence artefact?],-1.3,-3,-11,-8,-2,-21
COc1ccc(C(=O)N2CCc3cc(OC)c(OC)cc3C2c2cccc([N+](=O)[O-])c2)cc1 (stereo unspecified),/,-3,-9,/,-1,-8,2,-11[20 µM],-12
O=C(C[n+]1ccccc1)Nc1ccccc1C(=O)O,-1,2,2,0.19,-6,-13,8,-33,-5

# Grouped by structure: those above with an NH in an aromatic ring
SMILES,Rad51 HR inh,eIF4E-4G inh,14-3-3 Bad inh,KCC2 mod,p47phox inh,EBV gp42 block,Thrombin inh,Furin inh,hK5 inh
O=C(c1ccc(Cn2c(=O)[nH]c3ccsc3c2=O)cc1)N1CCN(c2ccccc2)CC1,2,-3,-5,-0.015,-2,-10,0,-27,-5
O=[N+]([O-])c1cccc2c3c([nH]c12)CCCC3,/,0,-3,0.008,-22,-15,-2,-32,3

# Additional compounds.
SMILES,Rad51 HR inh,eIF4E-4G inh,14-3-3 Bad inh,KCC2 mod,p47phox inh,EBV gp42 block,Thrombin inh,Furin inh,hK5 inh
COc1ccccc1/C=C/C=C1\Oc2c(ccc(O)c2CN2CCN(CCO)CC2)C1=O,-249,0[fluorescence artefact?],-8[fluorescence artefact?],i,-102,-103,-4,9,1
O=C(CNc1cccc2ccccc12)N/N=C/c1ccccn1,20,2,-7,-0.65,-7,-6,-5,-20,-9
C=CCSC1=N/C(=C/c2ccsc2)C(=O)N1c1ccccc1,-18,-2,-4,-0.58,-21,-18,-5,-16,-9
CC12CCC(C(=O)N3CCN(c4ncccn4)CC3)(c3nc4ccccc4nc31)C2(C)C (stereo unspecified),1,-3,2,0.0072,-8,1,0,-15[20 µM],2
COc1ccc(NC(=O)CO/N=C2\CCCc3nonc32)cc1,0,4,-21,-0.068,-3,5,-5,-1,-13
CSc1ccc(CN2CCN(Cc3ccc([N+](=O)[O-])cc3)CC2)cc1,6,2,-10,/,-5,-10,-3,-26,-1
c1ccc(CNc2ncnc3scc(-c4cccs4)c23)nc1,5,1,-4,-2,-13,-13,-1,-31,2
COc1cc(CCNC(=O)c2cnn3ccccc23)cc(OC)c1OC,-3,-4[fluorescence artefact?],7,0.28,-5,-6,-8,-22,10
O=S1(=O)CCN2C(=N1)SC1=C2CCN(Cc2ccccc2)C1,-4,-5,6,0.85,-8,-5,0,-21[20 µM],8
COCCNc1nc(C)cc(-c2cc(-c3ccc(Cl)cc3)on2)n1,-7,3,0,-0.11,-14,-7,-1,-19,-1
COc1ccc2c(-c3cc4ccc(OCc5ccc(F)cc5)cc4oc3=O)cc(=O)oc2c1,-2,15,92*[fluorescence artefact?],0.29,37*,-35,-1,-1,-12
COc1ccc(S(=O)(=O)N2CCN(Cc3ccc4c(c3)OCO4)CC2)c2ccccc12,-7,-1,-6,0.32,-12,-14,0,-28,-2
COCCNC(=S)Nc1cc(OC)c(NC(=O)c2ccco2)cc1OC,12,-2,-8,-0.64,-12,-34,6,-30,2
O=S(=O)(Nc1cccc2nsnc12)c1ccccc1,6,2,2,0.87,-1,-1,-6,-15[20 µM],10
Cn1c(C(=O)NCc2ccccn2)cc2c(=O)n(C)c3ccccc3c21,-5,-3,5,-0.53,2,-19,-1,-22,-17
Cc1ccc(-n2cc(-c3ccccc3)c3c(=O)[nH]cnc32)cc1,18,5,-3,0.017,-18,-11,0,-6,-11
Oc1c(C=Nc2ccccc2)sc(=S)n1Cc1ccccc1,/,1,-8,-1,-153,-58,-4,-26,-4
CN(Cc1ccccc1)S(=O)(=O)c1ccc(NC(=S)NC(=O)C(C)(C)C)cc1,28,2[fluorescence artefact?],-4,-0.3,0,2,-4,-4,-12
CC1(C)CC(=O)C(C=NCC2CCN(C(=S)Nc3ccccc3)CC2)=C(O)C1,5,1,-14,0.53,-11,4,-4,-14,-2
CCC(C)(C)n1nnnc1C(c1cc2cccc(C)c2[nH]c1=O)N1CCN(C(=O)c2ccco2)CC1 (stereo unspecified),-2,/,/,0.05,-5,-6,-3,-28,-4
CCOc1ccc(S(=O)(=O)N(C(=O)c2ccco2)c2cc3sc(=O)oc3c3ccccc23)cc1,2,9,-4,0.077,-11,-2,-5,-23,-18
NNC(=O)c1cc2sccc2s1,14,3,-7,0.98,-8,-9,2,-4,-5
CCCCCCCn1ccc(=N)cc1,-2,5,24[fluorescence artefact?],/,3,-43,0,-4[20 µM],-9
O=C(Cc1ccccc1)NCc1ccc(F)cc1,4,5[fluorescence artefact?],3[fluorescence artefact?],0.83,-5,-9,11,-14,12
O=C(c1ccc(C(F)(F)F)cc1)C1CCCN(C(=O)c2cnccn2)C1 (stereo unspecified),/,1,-14,/,-1,-15,4,-28,-5
COC(=O)c1nnn(-c2nc(N(C)C)nc(N(C)C)n2)c1C,0,-4,-7,-0.089,0,5,-5,-6,-3
CC(C)N1CCNCC1,-7,0,8,0.41,-5,0,12,-10,26
COc1cc(OC)cc(C(=O)N[C@@H](CCSC)c2nc3ccccc3[nH]2)c1,-1,2,-14,0.077,-2,4,-1,-20,6
CC(=O)c1ccc(OC2OCCOC2Oc2ccc(C(C)=O)cc2)cc1 (stereo unspecified),13,3[fluorescence artefact?],-3,-0.051,-9,0,-4,-21,-9
N#CC12CCCCC1CC1CCCCC1(C#N)N2Cc1ccccn1 (stereo unspecified),3,-1,1,/,-4,2,-1,-23,0
